Rab2A wt mod: modulators of GTP binding to Rab2A wildtype, primary screen, biochemical, dog, bead-based flow cytometry, multiplex. Ras-related protein Rab-2A (Canis lupus familiaris), P61105. GST-Rab2 wt beads, Bodipy-GTP binding. GTP binding activity, % at 10 µM. hit rate 0.19% among 190,000;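 active means GTP binding activity at least 20 points away from 100%, either lowered or raised; inconclusive means signal likely due to the compound's own green fluorescence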;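 further: 0% = beads with excess unlabeled GTP and 100% = no-compound control corrected for plate trend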
Rac1 wt GTP bind: wildtype Rac1 GTP binding modulators, primary screen, biochemical, GST-Rac1 beads, flow cytometry, multiplex; Ras-related C3 botulinum toxin substrate 1 (Homo sapiens), P63000; fluorescent GTP binding; actives lie on both sides; 0 = cold GTP competed, 100 = untreated; GTP binding activity (% of control), % at 10 µM; hit rate 0.27% among 190,000;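 active means GTP binding activity at least 20 points away from the 100% control level, either lower or higher; inconclusive means compound flagged as likely green fluorescent, judged across all proteins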
Rab7 wt GTP bind: modulators of GTP binding to Rab7, primary screen, biochemical, wildtype, multiplex bead flow cytometry. GST-Rab7 beads, fluorescent GTP binding; actives lie on both sides; untreated = 100%, excess cold GTP = 0%. AID 758, 2007. hit rate 0.055% among 190,000. GTP binding activity (percent of control), % at 10 µM;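 active means fluorescent GTP binding to Rab7 beads changed by at least 20 points from the 100% baseline, either direction, mostly lower; inconclusive means compound itself probably fluorescent, or too few beads counted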;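 further: median green fluorescence of bound Bodipy-FL-GTP per Rab7 bead population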
HRas wt GTP bind: modulators of GTP binding to HRas wildtype, primary screen, biochemical, bead-based flow cytometry, multiplex; GTP binding activity, % at 10 µM; GTPase HRas (Homo sapiens), P01112; hit rate 0.14% among 190,000; GST-Ras wt beads, Bodipy-FL-GTP binding; actives lie on both sides;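 active means GTP binding activity at least 20% away from the 100% baseline, either lowered as inhibitor or raised as activator; inconclusive means flagged as likely green fluorescent, judged across all proteins in the well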;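 further: 0% = unlabeled GTP competition control and 100% = no-compound control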
Target sequence (P01112 whole entry, looked up): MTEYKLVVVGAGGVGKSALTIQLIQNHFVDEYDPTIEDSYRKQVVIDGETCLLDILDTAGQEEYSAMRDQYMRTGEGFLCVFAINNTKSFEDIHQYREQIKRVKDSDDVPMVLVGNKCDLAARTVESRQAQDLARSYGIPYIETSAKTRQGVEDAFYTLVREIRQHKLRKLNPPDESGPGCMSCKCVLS
Mcl1 Bid PPI: Mcl-1/Bid binding inhibitors, primary screen, biochemical, TR-FRET, 1536-well; TR-FRET Mcl-1/Bid-Dy647 peptide binding; inhibition, % at 21.7 µM; hit rate 0.97% among 220,000;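 active means compounds that cut the binding signal by more than half at the single screening dose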;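 further: His-tagged Mcl-1 with europium anti-His antibody binding Bid BH3 peptide; 0% = Mcl-1 plus peptide wells and 100% = peptide-only wells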
Target sequence (Q07820 whole entry, looked up): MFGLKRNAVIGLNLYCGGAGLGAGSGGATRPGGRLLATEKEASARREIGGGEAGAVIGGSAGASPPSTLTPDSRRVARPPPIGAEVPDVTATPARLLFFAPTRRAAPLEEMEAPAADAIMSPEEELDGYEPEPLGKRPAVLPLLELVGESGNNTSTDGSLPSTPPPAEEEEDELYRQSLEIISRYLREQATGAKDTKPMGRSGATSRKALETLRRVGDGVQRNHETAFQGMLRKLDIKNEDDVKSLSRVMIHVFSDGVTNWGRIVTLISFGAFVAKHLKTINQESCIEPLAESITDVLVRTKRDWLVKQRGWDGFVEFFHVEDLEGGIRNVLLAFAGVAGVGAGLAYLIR
Rac1 mut GTP: GTP binding modulators of activated mutant Rac1, primary screen, biochemical, bead-based flow cytometry, multiplex, fluorescent GTP | Ras-related C3 botulinum toxin substrate 1 (Homo sapiens), P63000 | GST-Rac1 activated beads; actives lie on both sides; 100% means binding = to untreated wells | percent activity (GTP binding), % at 10 µM | hit rate 0.11% among 190,000 | AID 764, 2007;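 active means GTP binding at least 20 percentage points away from the 100% baseline, in either direction, so actives lie on both sides; inconclusive means Compound likely fluorescent itself, or too few beads counted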
RGS8-Gao: RGS8-Galphao binding modulators, primary screen, biochemical, multiplexed bead flow cytometry. Guanine nucleotide-binding protein G(o) subunit alpha (Homo sapiens), P09471. actives lie on both sides. response (percent of control binding), % at 10 µM. hit rate 0.34% among 220,000. AID 1423, 2008; in the data active means response below about 60% or above about 140%; inactive means in between;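 further: Galphao activated as the GDP aluminium fluoride complex binding bead-coupled RGS8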
Target sequence (P09471 whole entry, looked up): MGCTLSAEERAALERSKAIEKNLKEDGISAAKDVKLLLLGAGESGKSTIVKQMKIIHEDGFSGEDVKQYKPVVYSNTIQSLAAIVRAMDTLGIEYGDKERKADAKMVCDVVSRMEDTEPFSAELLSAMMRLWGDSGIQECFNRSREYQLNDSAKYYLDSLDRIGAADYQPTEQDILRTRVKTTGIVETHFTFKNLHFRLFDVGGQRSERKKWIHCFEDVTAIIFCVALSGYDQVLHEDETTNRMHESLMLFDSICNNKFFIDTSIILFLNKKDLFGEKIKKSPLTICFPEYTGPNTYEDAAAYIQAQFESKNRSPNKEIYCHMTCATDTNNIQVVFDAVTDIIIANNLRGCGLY
Cdc42 wt: modulators of GTP binding to wildtype Cdc42, primary screen, biochemical, multiplex bead flow cytometry, Bodipy-GTP; GST-Cdc42 beads; actives lie on both sides; percent activity (GTP binding), % at 10 µM; Cell division control protein 42 homolog (Homo sapiens), P60953; hit rate 0.2% among 190,000; AID 761, 2007;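 active means percent activity GTP binding at least 20 points away from the 100% baseline, either down as inhibitor or up as activator; inconclusive means compound flagged as likely green fluorescent from well-wide comparison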;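 further: median bead fluorescence of bound Bodipy-FL-GTP at 100 nM; 0% = excess unlabeled GTP control and 100% = no compound control; below 100% means less GTP binding so inhibitor and above means activator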
Mcl1-Noxa inh: Mcl-1/Noxa binding inhibitors, primary screen, biochemical, TR-FRET, 1536-well; TR-FRET Mcl-1/Noxa peptide binding, 2 h; hit rate 1.5% among 220,000; AID 1022, 2008; inhibition, % at 21.7 µM;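 active means compounds that cut the protein-peptide binding signal by more than 50% relative to plate controls in a single-dose test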;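 further: His-tagged Mcl-1 with rhodamine Noxa BH3 peptide and terbium anti-His antibody; 0% = Mcl-1 plus Noxa peptide wells and 100% = peptide-only wells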
Pf gamet viab: late stage P. falciparum gametocyte viability inhibitors, primary screen, ATP luminescence, HTS. inhibition, % at 10.9 µM. hit rate 0.065% among 150,000. P. falciparum stage V gametocytes, 24 h;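 active means inhibition above the mean plus 3 SD of compounds within the control limits, set per campaign, cut at about 38% in these data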;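 further: 0% = DMSO wells and 100% = medium only without gametocytes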
Bim-Mcl-1: inhibitors of Bim peptide binding to Mcl-1, primary screen, biochemical, bead-based flow cytometry, multiplex | inhibition, % at 10 µM | Induced myeloid leukemia cell differentiation protein Mcl-1 (Homo sapiens), Q07820 | hit rate 0.1% among 190,000 | Bim peptide-Mcl-1 binding | AID 1009, 2008; in the data active means inhibition above about 40%;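 further: 0% = no compound tracer wells and 100% = peptide blocker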
Numbers without * were called inactive; ? = inconclusive; · = no result given.

SMILES | Rab2A wt mod | Rac1 wt GTP bind | Rab7 wt GTP bind | HRas wt GTP bind | Mcl1 Bid PPI | Rac1 mut GTP | RGS8-Gao | Cdc42 wt | Mcl1-Noxa inh | Pf gamet viab | Bim-Mcl-1
Cn1cccc1Cc1nnc(SCC(=O)N2CCOCC2)n1-c1ccc(F)cc1 | 98 | 103 | 100 | 102 | -27 | 99 | 98 | 96 | -8 | · | 0
CCOC(=O)c1sc2nc(-c3cccnc3)ccc2c1N | ? | ? | ? | ? | -55 | ? | 112 | ? | 22 | -1 | 2
Cc1nc(-c2ccccc2)sc1C(N)=O | 103 | 103 | 103 | 103 | -2 | 100 | 102 | 105 | -9 | 5 | 0
Cc1ccc(C(=O)N/C(=C\c2cccs2)c2nc3ccccc3[nH]2)cc1 | 98 | 98 | 101 | 98 | 0 | 100 | 102 | 96 | 9 | -18 | -12
COc1ccc2c(c1)CCc1c-2n[nH]c1C(=O)O | 99 | 102 | 99 | 103 | -3 | 99 | 103 | 101 | 0 | 4 | 4
Cc1snc(S(=O)(=O)Cc2ccccc2Cl)c1C#N | 96 | 101 | 94 | 97 | -3 | 100 | 102 | 101 | -11 | 1 | 6
CN1CCCN(Cc2ccccc2C(F)(F)F)CC1 | 93 | 91 | 92 | 92 | 31 | 93 | 115 | 91 | 10 | -9 | -4
COc1ccc2sc(/C=C/c3ccccc3O)[n+](C)c2c1 | 97 | 94 | 102 | 95 | -18 | 92 | 100 | 93 | -48 | -44 | -1
COC(=O)CN(c1ccc(OC)c(OC)c1)S(C)(=O)=O | 104 | 109 | 105 | 104 | 5 | 103 | 103 | 103 | -13 | · | -8
CCCOc1ccc(N2C(=O)CC(N3CCN(CCN=CC4=C(O)CC(C)(C)CC4=O)CC3)C2=O)cc1 (stereo not given) | 94 | 100 | 96 | 95 | -17 | 95 | 102 | 97 | -13 | -15 | 3
CCSc1nc2c(c(=O)[nH]c(=O)n2C)n1CC(O)COc1ccccc1C (stereo not given) | 102 | 105 | 103 | 102 | -4 | 101 | 98 | 103 | 5 | · | 0
O=C(NC(=S)N1CCc2ccccc21)c1ccco1 | 97 | 96 | 95 | 97 | 17 | 94 | 96 | 98 | 45 | -11 | -4
O=C(NNc1c2ccccc2nc2ccccc12)c1ccccc1O | 87 | 88 | 97 | 92 | 23 | 96 | 104 | 94 | 64* | -7 | -18
N#C/C(=C\c1ccc(N2CCOCC2)o1)C(=O)Nc1ccc(O)cc1 | 94 | 109 | 100 | 96 | -66 | 96 | 105 | 92 | -3 | 3 | -7
CC1=C(C(=O)OCCOc2ccccc2)C(c2ccsc2)NC(=O)N1C (stereo not given) | 96 | 98 | 100 | 97 | -3 | 93 | 98 | 94 | 4 | -12 | -4
CC(=O)C1(C)N(O)C(C)(C)C(c2cccs2)=[N+]1[O-] (stereo not given) | 103 | 95 | 94 | 98 | -8 | 93 | 100 | 95 | 26 | -2 | 1
OC(COCc1ccc2c(c1)OCO2)CN1CCN(Cc2ccccc2)CC1 (stereo not given) | 102 | 109 | 104 | 104 | 52* | 101 | 101 | 105 | 23 | · | -3
Cc1ncc([N+](=O)[O-])n1CC(=O)Nc1ccc2c(c1)OCO2 | 99 | 101 | 101 | 99 | -1 | 99 | 101 | 101 | 12 | 19 | 2
Cn1ccnc1SCC(=O)c1ccc2ccccc2c1 | 97 | 100 | 98 | 97 | -48 | 98 | 100 | 96 | 11 | 4 | 3
COc1ccc(C(c2nnnn2Cc2ccccc2)N2CCN(c3nc4ccccc4s3)CC2)cc1 (stereo not given) | 102 | 104 | 97 | 100 | -11 | 97 | 100 | 101 | 14 | 18 | -8
C=CCc1cccc2cc(C(=O)OCC)c(=O)oc12 | 98 | 102 | 97 | 99 | 34 | 99 | 101 | 101 | -12 | · | -1
CCc1ccc(NC(=O)COC(=O)CCc2nc3cc(S(=O)(=O)N(CC)CC)ccc3n2C)cc1 | 99 | 102 | 98 | 98 | -13 | 99 | 106 | 101 | 5 | · | -2
COc1ccc(N2CCN(C(=O)c3cc(N4C(=O)C5C6CCC(C6)C5C4=O)ccc3Cl)CC2)cc1 (stereo not given) | 100 | 97 | 94 | 98 | -65 | 100 | 103 | 96 | 21 | 23 | 15
COc1ccc2c(c1)/C(=N/OC(=O)c1cccs1)CCC2 | 96 | 103 | 102 | 97 | 11 | 96 | 97 | 97 | 8 | -11 | 0
CCOc1cc(C(c2c(C)[nH][nH]c2=O)c2c(C)[nH][nH]c2=O)ccc1OS(=O)(=O)c1ccc(C)cc1 | 92 | 90 | 96 | 93 | -59 | 92 | 99 | 95 | -98 | 1 | 0
COc1ccc(/C=N/NC(=O)CCN2CCN(c3ccccc3)CC2)c(OC)c1OC | 99 | 103 | 97 | 98 | -18 | 101 | 104 | 104 | 22 | · | -3
Cc1ccc(NS(=O)(=O)c2cc(C(=O)N3CCc4ccccc4C3)ccc2Cl)cc1 | 97 | 99 | 94 | 100 | -4 | 95 | 103 | 100 | -7 | · | -1
CC(=O)OC(COc1ccccc1)Cn1cnc2ccccc21 (stereo not given) | 99 | 99 | 102 | 99 | -14 | 97 | 95 | 98 | -9 | -9 | 0
Fc1ccc(OCCCCN2CCOCC2)cc1 | 97 | 101 | 97 | 96 | -18 | 97 | 103 | 94 | 1 | · | 2
Cc1ccccc1N=Cc1cccc(O)c1O | 97 | 100 | 98 | 98 | -5 | 96 | 95 | 97 | 16 | · | -1
CCCCOC(=O)c1ccc(NC(=O)c2cc(Cl)c(Cl)cc2C(=O)O)cc1 | 93 | 93 | 99 | 95 | -15 | 90 | 103 | 91 | 4 | 13 | 0
O=C(Nc1ccccc1C(=O)NCc1ccco1)c1ccccc1 | 100 | 100 | 101 | 101 | -28 | 97 | 102 | 99 | -8 | 2 | 0
Cc1cccn2c(=O)c(C=NCCO)c(Nc3ccc(Cl)cc3)nc12 | ? | ? | ? | ? | 8 | ? | 83 | ? | 24 | · | -9
CCn1ncc([N+](=O)[O-])c1C(=O)Nc1nc2cccc(C)c2s1 | 96 | 99 | 96 | 98 | -8 | 98 | 101 | 99 | 7 | -16 | 2
O=C(Nc1ccc2nc(-c3ccc4nc[nH]c4c3)[nH]c2c1)c1cccs1 | 96 | 102 | 95 | 96 | -6 | 97 | 104 | 99 | 79* | · | 21
O=C(NCc1nc2ccccc2[nH]1)c1cccc(S(=O)(=O)N2CCCC2)c1 | 99 | 102 | 102 | 101 | -5 | 99 | 98 | 104 | 8 | -3 | 0
CCOc1ccc2[nH]c(=O)c(CN(CC3COCCO3)C(=O)C3CC3)cc2c1 (stereo not given) | 100 | 101 | 96 | 100 | 18 | 99 | 103 | 103 | -4 | · | -1
O=c1cc(CO)occ1OCc1c(F)cccc1Cl | 96 | 96 | 97 | 96 | -13 | 95 | 96 | 96 | 5 | -11 | 2
O=C(Nc1cccc(F)c1)c1ccc(-c2ccccc2C(F)(F)F)o1 | 106 | 105 | 104 | 102 | -9 | 100 | 102 | 104 | 23 | 16 | 5
CC1=C/C(=N\S(=O)(=O)c2ccccc2)C(C(C)C)=CC1=O | 95 | 97 | 93 | 96 | -3 | 97 | 98 | 98 | 17 | 7 | 0
CC(=O)NC(Cc1ccccc1)C(=O)N1CCN(C(=O)c2cccs2)CC1 (stereo not given) | 101 | 99 | 102 | 101 | -19 | 99 | 104 | 99 | 10 | · | 1
CC(C)(C)c1ccc(O)c(/C=N\O)c1 | 103 | 107 | 98 | 101 | -11 | 101 | 99 | 104 | 15 | · | -3
c1ccc(CCN2CN(CCCN3CCOCC3)c3nc4ccccc4n3C2)cc1 | 104 | 109 | 104 | 105 | -30 | 101 | 97 | 104 | 3 | 16 | -3
CCOc1cccc(N2C(=O)CC(N3CCN(c4ccc(S(=O)(=O)CC)cc4)CC3)C2=O)c1 (stereo not given) | 99 | 102 | 96 | 99 | -31 | 99 | 100 | 101 | 7 | · | 1
CCn1c2ccccc2c2cc(/C(C)=N/O)ccc21 | 101 | 104 | 105 | 102 | 5 | 96 | 104 | 104 | 14 | -3 | -3
Cn1c(=O)c(Oc2cc(Cl)cc(Cl)c2)nc2ccccc21 | 100 | 99 | 97 | 101 | -6 | 99 | 104 | 101 | 14 | -4 | 25
CSC(=S)N/N=C(\C)c1ccccc1 | 98 | 97 | 98 | 95 | -87 | 92 | 96 | 94 | -62 | -16 | -4
CCC1(CC)Cc2ccccc2C(Nc2c(C)n(C)n(-c3ccccc3)c2=O)=N1 | 102 | 102 | 104 | 102 | -36 | 99 | 103 | 100 | -3 | · | -2
Cc1ccc(-c2nn3c(C)nnc3s2)cc1NC(=O)COc1ccc(Cl)cc1 | 103 | 108 | 101 | 101 | -42 | 98 | 98 | 103 | -29 | · | 0
O=C(O)Cn1c(CCS(=O)(=O)c2ccc(Br)cc2)nc2ccccc21 | 101 | 102 | 104 | 102 | 4 | 94 | 98 | 99 | 22 | 6 | -1
CCOC(=O)C1CCN(C(=O)Cc2c(F)cccc2Cl)CC1 | 100 | 107 | 98 | 103 | -15 | 101 | 102 | 105 | 13 | -1 | -9
COC(=O)CCCC(=O)Nc1ccc(Br)cc1 | 101 | 107 | 104 | 102 | -11 | 99 | 108 | 102 | -2 | · | -3
CC(C)=C1SC(N2CCN(c3ccc(C)cc3)CC2)=NC1=O | 97 | 105 | 98 | 100 | -18 | 100 | 107 | 101 | -5 | · | 0
CC(C)OCC1CC(CC(=O)Nc2ccc([N+](=O)[O-])cc2)C(=O)O1 (stereo not given) | 99 | 101 | 101 | 97 | -22 | 96 | 101 | 96 | 5 | 6 | 1
Cc1[nH]c(=O)c(C#N)cc1-c1ccccc1 | 97 | 97 | 95 | 98 | -12 | 96 | 107 | 98 | 7 | · | -5

Bioassay records as filed in PubChem BioAssay.

Rows were taken by chance. Share with any hit: about 2.9%.
